APEX1 inh: qHTS Assay for Inhibitors of the Human Apurinic/apyrimidinic Endonuclease 1 (APE1); DNA repair nuclease/redox regulator APEX1 (Homo sapiens), P27695; recombinant APE1, TAMRA/BHQ-2 abasic DNA cleavage fluorescence; AID 2517, 2012; Potency, µM (top dose mostly 65.8 µM), for the others: at the highest dose activity change, negative = inhibition, hits mostly inhibitors; actives 0.35% (n = 350,000);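 further: potency means the concentration at half of the fitted maximal effect; plate controls were vehicle for no effect and reference inhibitor for full effect; nearly all actives have a fitted effect of over 55% in size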
Target sequence (P27695 whole entry, looked up): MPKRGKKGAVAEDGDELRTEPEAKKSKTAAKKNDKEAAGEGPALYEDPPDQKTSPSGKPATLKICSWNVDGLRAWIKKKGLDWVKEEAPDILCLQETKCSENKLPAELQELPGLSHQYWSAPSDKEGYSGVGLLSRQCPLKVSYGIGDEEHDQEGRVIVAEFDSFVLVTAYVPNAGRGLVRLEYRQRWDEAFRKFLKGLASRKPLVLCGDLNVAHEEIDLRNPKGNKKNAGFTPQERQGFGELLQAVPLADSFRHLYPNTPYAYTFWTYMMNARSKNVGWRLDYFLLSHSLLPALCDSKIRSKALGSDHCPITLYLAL
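Readout is kinetic fluorescence (ex 525, em 598 nm) from cleavage of 50 nM TAMRA/BHQ-2 THF abasic duplex by 0.75 nM APE1, compound added 15 min beforehand at RT.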
LDHA block: qHTS assay for inhibitors of human lactate dehydrogenase; L-lactate dehydrogenase A chain (Homo sapiens), P00338; purified LDHA, NADH/diaphorase-resazurin fluorescence; hits give low values; activity change, % (values are at about 110 or 230 µM); actives 0.15% (n = 480,000); in the data active means activity change below about -30%; inconclusive means mostly about -25% to -30%;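 further: plate controls were DMSO wells for no effect and wells without enzyme for full effect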
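Human LDH5 at 2 nM final in Tris HCl pH 7.4 with 0.06 mM NADH and 0.2 mM pyruvate, reacted 5 minutes at room temperature. Remaining NADH coupled via diaphorase/resazurin; resorufin fluorescence read at 0 and 20 minutes, normalized to enzyme-free and DMSO wells.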
Pol kappa inh: qHTS for Inhibitors of Polymerase Kappa; DNA polymerase kappa (Homo sapiens), Q9UBT6; purified Pol kappa, fluorescent DNA synthesis assay, 10 min; Potency, µM (highest dose often 107 µM), for inactives: at the top dose activity, negative = inhibition, most hits filed as inhibitors; actives 0.53% (n = 400,000); further: potency means the concentration at half of the fitted maximal effect; on the % scale 0 is the no-effect control and ±100 the full control effect
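First, compounds were pin-transferred onto 10 nM Pol kappa. After 15 min at room temperature, substrate was added to 50 nM final. Fluorescence was then measured kinetically at 0 and 10 min.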
POLI inh: qHTS for Inhibitors of Polymerase Iota; DNA polymerase iota (Homo sapiens), Q9UNA4; Pol iota fluorescent replication assay, 10 min; Potency, µM (series often up to 115 µM), for the others: at the highest dose activity, negative = inhibition, usual class: inhibitors; actives 1% (n = 390,000); further: potency means the concentration at half of the fitted maximal effect
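Fluorescent replication assay read twice, at 0 min and 10 min after adding 50 nM (final) substrate. Enzyme (10 nM) and compounds were first incubated 15 min at room temperature; enzyme-free buffer wells were negative controls.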
BLM helicase inh: qHTS Assay for Inhibitors of Bloom's syndrome helicase (BLM). RecQ-like DNA helicase BLM (Homo sapiens), P54132. actives 0.2% (n = 350,000). Potency, µM (titrated, usually from 56.1 µM), for the others: top-dose activity change, negative = inhibition, hits mostly inhibitors. recombinant BLM DNA unwinding, fluorescence dequenching;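 further: potency means the concentration at half of the fitted maximal effect; plate controls were vehicle for no effect and no enzyme for full effect; nearly all actives have a fitted effect of over 35% in size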
Pol beta inh: qHTS Assay for Inhibitors of DNA Polymerase Beta; actives 1.3% (n = 340,000); P06746; AID 485314, 2010; Potency, µM (top dose mostly 114 µM), inactives show at the highest dose activity change, negative = inhibition, actives largely listed as inhibitors; Pol beta primer extension/strand displacement, fluorescence kinetic; further: potency means the concentration at half of the fitted maximal effect; on the % scale 0 is the no-effect control and ±100 the full control effect
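Reaction started by 50 nM substrate onto compound-treated Pol beta (10 nM, 15 min preincubation, room temperature); plates read at 0 min and 10 min. Normalized concentration-effect data fitted by four-parameter Hill equation.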
GRP78 ERSR act: qHTS for Inducers of the Endoplasmic Reticulum Stress Response (ERSR) in Human Glioma: qHTS. U87-MG GRP78 promoter luciferase reporter, 16 h. actives 0.02% (n = 420,000). AID 602332, 2012. Potency, µM, inactives show top-dose activation, hits mostly activators; further: potency means the concentration at half of the fitted maximal effect; series mostly up to about 76 µM; % of control where 0% means no effect; nearly all actives have a fitted effect of over 35% in size
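ERSR induction read as luciferase luminescence (Bright-Glo, 10 min at room temperature) in stably transfected human U87-MG glioma cells exposed to compounds for 16 h, using GRP78 as sensor.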
Apoferritin bind: qHTS Assay for Identification of Novel General Anesthetics; Ferritin light chain (Equus caballus), P02791; apoferritin/1-aminoanthracene competitive binding, fluorescence; Potency, µM (highest dose often 77.5 µM), inactives show top-dose activity change, negative = displacement, most hits filed as inhibitors; actives 0.074% (n = 350,000); AID 485281, 2010; further: potency means the concentration at half of the fitted maximal effect; on the % scale 0 is the no-effect control and ±100 the full control effect; nearly all actives have a fitted effect of over 20% in size
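Read-out: endpoint 1-AMA fluorescence, excitation 380 nm and emission 535 nm, after compounds sit 10 min at room temperature with 10 uM horse-spleen apoferritin in 50% saturated 1-AMA/PBS. Values come from four-parameter Hill fits.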
Pol eta inh: qHTS for Inhibitors of Polymerase Eta; DNA polymerase eta (Homo sapiens), Q9Y253; recombinant Pol eta, fluorescent DNA replication assay; Potency, µM (highest dose often 114 µM), for inactives: top-dose activity change, negative = inhibition, usual class: inhibitors; actives 1.2% (n = 390,000); further: potency means the concentration at half of the fitted maximal effect; on the % scale 0 is the no-effect control and ±100 the full control effect
Target sequence (Q9Y253 whole entry, looked up): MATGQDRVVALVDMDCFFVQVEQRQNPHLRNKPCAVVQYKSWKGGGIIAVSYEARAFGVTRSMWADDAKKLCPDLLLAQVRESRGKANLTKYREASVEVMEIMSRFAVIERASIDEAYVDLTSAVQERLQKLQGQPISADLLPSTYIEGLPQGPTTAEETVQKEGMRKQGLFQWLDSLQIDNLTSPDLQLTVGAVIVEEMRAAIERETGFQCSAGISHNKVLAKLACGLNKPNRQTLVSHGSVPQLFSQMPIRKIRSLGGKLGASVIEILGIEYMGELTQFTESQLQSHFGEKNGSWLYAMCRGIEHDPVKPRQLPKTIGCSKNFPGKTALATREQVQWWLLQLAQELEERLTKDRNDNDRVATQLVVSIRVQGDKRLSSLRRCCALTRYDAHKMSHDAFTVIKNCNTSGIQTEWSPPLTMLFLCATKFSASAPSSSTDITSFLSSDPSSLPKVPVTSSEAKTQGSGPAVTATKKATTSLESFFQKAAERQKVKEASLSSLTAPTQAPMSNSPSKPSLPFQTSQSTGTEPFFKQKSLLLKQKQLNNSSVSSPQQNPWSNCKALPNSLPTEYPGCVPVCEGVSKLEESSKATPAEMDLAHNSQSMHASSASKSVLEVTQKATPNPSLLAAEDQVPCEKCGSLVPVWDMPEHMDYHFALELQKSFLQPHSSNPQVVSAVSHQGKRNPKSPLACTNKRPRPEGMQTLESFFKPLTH
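Fluorescent replication assay: 50 nM final substrate added after a 15 min room-temperature compound preincubation with 10 nM enzyme. Signal taken at 0 min and again at 10 min.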
The depositor's hits bear a star; ? = inconclusive; . = not tested or not shown; & = joins results of further samples; [ ] = another dose, or the depositor's remark. Unless noted, the call rests on the fitted dose curve; in most records, active means well fitted curve in the direction sought with a large enough effect; inconclusive means small, poorly fitted or top-dose-only effect, or another doubt; inactive means no such curve, though single readings can be large; an effect the other way counts as inactive or inconclusive. These rows are one share of the data, so the mix of outcomes need not match the whole.

SMILES	APEX1 inh	LDHA block	Pol kappa inh	POLI inh	BLM helicase inh	Pol beta inh	GRP78 ERSR act	Apoferritin bind	Pol eta inh
O=C(Nc1ccc2oc(-c3ccccc3F)nc2c1)c1ccccc1Cl	.	6&3	-25%	16%	-7%	7%	-1%	-10%	-15%
CCOC(=O)Nc1sc(C(=O)N(CC)CC)c(C)c1C(=O)OCC	0%	0	-18%	4%	-3%	0%	0%	2%	6%
CCCCCCC(=O)N(O)C1CC(=O)N(c2ccc(Cl)cc2)C1=O (stereo not given)	-7%	-2	3%	-2%	-2%	-14%	0%	-18%	-8%
COc1ccc(CNC(=O)Cn2ncn3c(cc4ccccc43)c2=O)cc1	-1%	-5	-4%	50%[activator]	-6%	32%	-6%	-4%	-2%
Cc1ccc2c(c1)nnn2C1CCN(S(=O)(=O)c2cccc(S(=O)(=O)N(C)C)c2)CC1	3%	-2	-1%	3%	-3%	-4%	2%	-15%	-1%
Cn1c(=O)n(CCOc2ccccc2Cl)c2ccccc21	-2%	-2	-4%	-2%	-6%	13%	1%	-19%	-19%
Cn1c(N)c(C(=O)COC(=O)/C=C/c2cccc(Cl)c2)c(=O)n(C)c1=O	-20%	2	-4%	24%	.	.	-2%	.	1%
COc1cc(/C=N/Nc2ccc(Cl)cc2)ccc1OC(=O)c1cccs1	29%	7	-20%	7%	3%	11%	7%	-3%	0%
Cc1cccc(C)c1NS(=O)(=O)c1cc2c3c(c1)CCN3C(=O)CC2	-5%	-9	-6%	20%	.	.	-5%	.	-10%
COCCN(C(=O)COc1ccccc1C#N)c1c(N)n(Cc2ccccc2)c(=O)[nH]c1=O	2%	1	-14%	53%[activator]	.	.	-2%	.	-4%
N=c1c2c(ncn1CCCO)Oc1ccc3ccccc3c1C2c1ccccc1 (stereo not given)	-1%	-6	-15%	49%[activator]	2%	?	-5%	-13%	-9%
COc1ccc2ccccc2c1/C=N/NC(=O)c1sc(N)c(C#N)c1C	2%	3	-4%	35%[activator]	-1%	-1%	4%	38%[activator]	-17%
CN1CCN(c2ccc(NC(=O)c3ccc(Br)o3)cc2)CC1	-9%	-1	4%	-19%	-1%	5%	-9%	-11%	-15%
CCOC(=O)CC(=O)CSc1nc2cc(C)ccc2cc1C	-5%	-1	0%	-7%	-9%	15%	-1%	-16%	-20%
C=CCN(c1ccccc1)S(=O)(=O)c1cccc(C(=O)N(CC)CC(=O)Nc2c(F)cccc2F)c1	-14%	-4	-12%	22%	-2%	-9%	-5%	-17%	-17%
CC(CN(C)Cc1ccccc1)OC(=O)c1ccc(F)cc1 (stereo not given)	-4%	-6	-6%	2%	1%	8%[57.1 µM]	-1%	-7%	-4%
CC1CC(C)CN(CCCNC(=O)c2cn(C)c3ccc(S(=O)(=O)N4CCCC4)cc3c2=O)C1 (stereo not given)	-2%	-6	-1%	43%[activator]	5%	2%	-6%	0%	-16%
O=C(CSc1nnc(NC(=O)Nc2ccccc2)s1)Nc1cccc(F)c1	.	-22	-9%[60.1 µM]	8%	-3%	27%	-4%	-7%	-15%
COc1cccc(-n2c(=O)[nH]cc(C(=O)Nc3ccc(NC(C)=O)cc3)c2=O)c1	-2%	1	-4%	-5%	-6%	-20%	-5%	-10%	9%
O=C(Nc1cccc(Cl)c1Cl)Nn1cnnc1	1%	-15	1%	9%	-2%	52%	-2%	-8%	3%
COc1ccccc1CCNC(=O)C(=O)NCC(c1cccs1)S(=O)(=O)c1ccccc1 (stereo not given)	.	-3	-2%[60.1 µM]	-1%	-3%	32%	-5%	9%	2%
O=C(NN1C(=O)C2C3C=CC(O3)C2C1=O)c1cccc(O)c1 (stereo not given)	4%	-1	-1%	20%	4%	-6%	-5%	4%	-3%
CCOC(=O)C(NCc1ccc(OC)cc1)(NC(C)=O)C(F)(F)F (stereo not given)	-1%	-5	-14%	11%	2%	5%	-4%	5%	-11%
COc1ccc(S(=O)(=O)N2CCCC(C(=O)Nc3cccnc3)C2)cc1Cl (stereo not given)	17%	-3	-12%	?	2%	8%	-6%	-3%	0%
O=C(NCCCN1CCN(Cc2ccccc2)CC1)C1CCN(S(=O)(=O)N2CCC3(CC2)OCCO3)CC1	1%	2	-4%	20%	-8%	18%	0%	-1%	-13%
CC1CCCN(C(=O)c2cc(S(=O)(=O)N3CCCCC3)c[nH]2)C1 (stereo not given)	-6%	-2	-15%	?	3%	18%	-1%	-15%	-5%
CCOC(=O)C1=C(C)NC(=O)NC1c1ccc(OC)c(Cl)c1 (stereo not given)	-5%	-4	1%	-10%	3%	12%	-2%	-15%	-6%
OCC1(Cc2ccc(F)cc2F)CCCN(Cc2ccc(Cl)cc2)C1 (stereo not given)	28%	3	6%	1%	-7%	-2%	-4%	-2%	-21%
COc1ccc(C(=O)/C=C/N(C)C)cc1OC	-4%	2	-4%	8%	1%	-8%	-2%	-23%	-20%
CC(C)c1ccc(C2C3CSCC=C3C(C#N)=C(N)C2(C#N)C#N)cc1 (stereo not given)	-4%	.	.	.	-15%	-9%	.	?	.
FC(F)(F)C1=Nc2cccc3cccc(c23)N1	-5%	6	6.3µM*	1.6µM*	.	.	-5%	.	2.2µM*
Cn1c(=O)c2c(nc3n2CCS3)n(C)c1=O	0%	-9	-3%	-8%	-1%	-13%	-3%	-5%	12%
CN(C)CCCN(C(=O)c1sc2ccccc2c1Cl)c1nc2ccc(F)cc2s1	-3%	2	-19%	7%	4%	0%	1%	-7%	-13%
CN=C(Nc1ccc2c(c1)OCO2)SC1CC(=O)N(c2ccccc2)C1=O (stereo not given)	-2%	-3	-12%	-8%	0%	8%	0%	5%	-9%
COC(=O)C1=C(C)N(Cc2ccccc2)C(=NCC2CC2)N[C@H]1c1ccccc1	3%&16%&-5%	3	10%	15%	-4%&0%	1%&5%	-4%	-6%&-20%	-15%
CC(=O)NC1(c2ccccc2)CCN(c2cc(C)nc(-c3ccccc3)n2)CC1	9%	-13	-10%	-1%	-8%	-15%	-4%	-16%	-8%
O=C(N/N=C/c1ccc(Br)o1)c1ccc2c(c1)OCCO2	13%	-1	5%	4%	-2%	49%	-2%	5%	-15%
CCNC(=S)NNC(=O)c1csc(CC)c1	0%	0	-14%	7%	4%	1%	-3%	0%	-2%
CCN(C(=O)CSc1nc(C)nc2sc3c(c12)CCC3)C1CCS(=O)(=O)C1 (stereo not given)	13%	-5	-9%	?	.	.	1%	.	-12%
CCCCCOC(=O)c1ccc(OC(=O)c2sc3ncn(Cc4cccc(F)c4)c(=O)c3c2C)cc1	.	2	-5%[60.1 µM]	4%	0%	1%	-3%	-8%	-16%
S=c1[nH]nc(COc2ccc(Cl)cc2Cl)n1-c1ccccc1	33%	-8	-12%	-4%	-8%	0%	-2%	?	2%
COc1ccccc1N(CC(=O)NCC(C)C)S(=O)(=O)c1cccs1	-1%	-10	-7%	159%[activator]	0%	0%	-4%	0%	-2%
CCOc1ncccc1C(=O)NCc1ccc(C)cc1	4%	-9	-7%	22%	-1%	-18%	-2%	-3%	-12%
CCOC(=O)C1CCN(S(=O)(=O)c2cc(-c3onc(C)c3C)ccc2C)CC1	.	-1	-20%	7%	-3%	-18%	-3%	-6%	-2%
Cn1c(=O)[nH]c2c(nc(-c3ccc(Cl)cc3)n2C)c1=O	-2%	0	9%	173%[activator]	-2%	31%	1%	3%	-14%
Cc1ccc(-c2cc(-c3ccccc3)no2)cc1	15%	0	1%	55%[activator]	.	.	-8%	.	-8%
CC(C)c1c(Cl)c(O)c(-c2ccccc2)c(=O)n1-c1ccc(F)cc1	8%	-4	-7%	?	3%	10%	0%	-10%	-9%
CC(CNS(=O)(=O)c1cc(Cl)ccc1Cl)CN(C)C (stereo not given)	2%	-5	-8%	20%	3%	-28%	-2%	-1%	-1%
O=C(CSc1nc2ccccc2c(=O)n1-c1ccc(F)cc1)NCc1ccco1	?	-5	-6%	?	-8%	?	-1%	-3%	-27%
Cc1ccc(C)c(N2CCN(C(=O)c3ccc(Cl)c(NC4=NC5CS(=O)(=O)CC5S4)c3)CC2)c1 (stereo not given)	21%	-3	-20%	34%[activator]	-6%	7%	-3%	-3%	-12%
COCCn1nnnc1SCC(=O)c1ccc(F)cc1	5%	0	7%	13%	5%	0%	-7%	-8%	-10%
CCC(=O)Nc1c(C(=O)N2CCN(c3ccccn3)CC2)cnn1-c1ccc(C)cc1	-2%	1	0%	-2%	3%	1%	-8%	-4%	-14%

Sorted by the number under BLM helicase inh (largest number first): 3 of the compounds above
molecule | BLM helicase inh
Cc1ccc(C)c(N2CCN(C(=O)c3ccc(Cl)c(NC4=NC5CS(=O)(=O)CC5S4)c3)CC2)c1 (stereo not given) | -6%
CC(=O)NC1(c2ccccc2)CCN(c2cc(C)nc(-c3ccccc3)n2)CC1 | -8%
CCOC(=O)CC(=O)CSc1nc2cc(C)ccc2cc1C | -9%

Pol eta inh, hit marks shown above
structure,APEX1 inh,Pol kappa inh,POLI inh,BLM helicase inh,GRP78 ERSR act,Apoferritin bind,Pol eta inh
FC(F)(F)C1=Nc2cccc3cccc(c23)N1,-5%,6.3µM*,1.6µM*,.,-5%,.,2.2µM*

Source: PubChem BioAssay
